Screening data deposited in PubChem BioAssay by several laboratories.
CAL PDZ FP-1 = human CAL PDZ-peptide interaction inhibition | Q9HD26 | purified CAL PDZ, TMR-peptide fluorescence polarization, 1 h | inhibition, % at 20 µM | hit rate 0.02% among 330,000 | AID 504414;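 active means highest replicate inhibition of at least 40%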;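 further: plate controls were DMSO neutral control wells for no effect and unlabeled competitor peptide control wells for full effect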
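System: purified tagged CAL PDZ domain construct (CerCALP). Schedule: 1 h incubation at room temperature before polarization reading. Medium: 25 mM sodium phosphate pH 7.4, 150 mM NaCl, TCEP, IgG, Thesit. Read-out: percent inhibition from loss of millipolarization. Measured by: FP readout, S and P plane fluorescence. Probe or stimulus: fluorescent TMR peptide probe.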
SR-BI DiI-HDL act = SR-BI HDL lipid transfer activation | CHO ldlA[mSR-BI] cells, DiI-HDL uptake fluorescence, 3 h; 100 = double the neutral-control signal | activation, % at 12.5 µM | hit rate 0.096% among 320,000;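 active means mean replicate activation of at least 60% and every replicate at or above 60%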;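 further: 0% = median plate neutral-control signal and 100% = twice that signal; values of inactives mirror those of a sister screen read the other way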
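Test system: SR-BI-overexpressing, LDLR-lacking CHO cells. Measured by: DiI fluorescence, bottom read. Medium: Ham's F12 with 0.5% BSA, HEPES 25 mM, pH 7.4. Timing: 3 h uptake period with compound, 37 °C.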
CAL PDZ FP-2 = CAL PDZ (human) peptide binding inhibition | AID 602252 | purified CAL PDZ, TMR-peptide fluorescence polarization, 1 h | inhibition, % at 24.9 µM | hit rate 0.92% among 300,000;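 active means mean inhibition of at least 30% with at least half of replicates also reaching 30%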;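 further: 0% = DMSO neutral control and 100% = excess unlabeled competitor peptide PRC23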
Cardiac RTF inh = cardiac RTF calcium desensitization. inhibition, % at 7.15 µM. IANBD-labeled cardiac RTF, Ca2+ fluorescence. hit rate 0.12% among 340,000. AID 493244;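 active means inhibition above the mean inhibition of all tested compounds plus 3 SD, cut at about 17% in these data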;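 further: assay run at fixed EC70 calcium of 1.6 mM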
Keap1-Nrf2 PPI = Keap1-Nrf2 (human) interaction inhibition. Q14145. Keap1 Kelch-Nrf2 peptide fluorescence polarization, 1536-well. inhibition, % at 9.4 µM. hit rate 0.15% among 340,000; in the data active means inhibition above about 12%;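 further: human Keap1 Kelch domain with fluorescein labeled Nrf2 9mer peptide probe; 0% = neutral control wells and 100% = peptide positive control; higher means more block of Keap1 binding to Nrf2 peptide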
Target sequence (Q14145 whole entry, looked up, the tested form may be a part): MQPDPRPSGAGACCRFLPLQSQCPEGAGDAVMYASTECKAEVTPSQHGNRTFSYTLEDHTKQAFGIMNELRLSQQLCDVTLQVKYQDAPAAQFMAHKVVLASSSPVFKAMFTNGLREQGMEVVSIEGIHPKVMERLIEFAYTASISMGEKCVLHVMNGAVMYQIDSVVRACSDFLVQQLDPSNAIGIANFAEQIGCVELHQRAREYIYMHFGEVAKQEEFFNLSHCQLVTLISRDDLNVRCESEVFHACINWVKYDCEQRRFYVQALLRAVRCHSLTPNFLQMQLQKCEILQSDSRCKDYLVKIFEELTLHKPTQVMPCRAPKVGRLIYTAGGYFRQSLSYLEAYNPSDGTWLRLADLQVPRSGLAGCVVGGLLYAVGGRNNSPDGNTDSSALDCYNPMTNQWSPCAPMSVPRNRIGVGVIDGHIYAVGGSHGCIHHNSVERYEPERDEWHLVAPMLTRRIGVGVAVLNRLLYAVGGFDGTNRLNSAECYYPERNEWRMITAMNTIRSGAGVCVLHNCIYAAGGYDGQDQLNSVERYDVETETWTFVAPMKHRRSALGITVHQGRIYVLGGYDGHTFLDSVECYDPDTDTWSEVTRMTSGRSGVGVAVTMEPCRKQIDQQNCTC
Rtt109 HAT inh = C. albicans Rtt109 histone acetyltransferase inhibition | Q5AAJ8 | purified Rtt109/Vps75, ThioGlo CoA-SH fluorescence, 4 h | inhibition, % at 34.9 µM | hit rate 0.16% among 330,000 | AID 540336;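 active means inhibition of at least 50% in every replicate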
Target sequence (Q5AAJ8 whole entry, looked up): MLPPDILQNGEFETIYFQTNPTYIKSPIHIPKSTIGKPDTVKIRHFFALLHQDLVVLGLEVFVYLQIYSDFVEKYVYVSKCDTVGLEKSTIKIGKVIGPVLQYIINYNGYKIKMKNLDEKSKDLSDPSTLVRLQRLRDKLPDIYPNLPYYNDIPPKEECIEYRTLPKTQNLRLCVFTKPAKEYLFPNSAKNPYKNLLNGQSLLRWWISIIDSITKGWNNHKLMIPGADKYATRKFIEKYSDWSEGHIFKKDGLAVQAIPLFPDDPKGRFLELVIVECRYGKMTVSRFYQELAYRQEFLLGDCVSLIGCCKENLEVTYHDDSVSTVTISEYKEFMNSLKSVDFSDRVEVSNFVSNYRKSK
DAGLB inhibitor = diacylglycerol lipase beta (human) inhibition; Q8NCG7; HEK293T DAGLB membrane lysate, EnzChek fluorogenic substrate; inhibition, % at 5.17 µM; hit rate 0.059% among 340,000; in the data active means inhibition above about 34%;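 further: 0% = enzyme with vehicle and 100% = wells lacking enzyme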
cardiac RTF act = increases calcium sensitivity of human cardiac regulated thin filaments | P19429+P45379 | IANBD-labeled TnC RTF fluorescence at EC20 calcium; 0% EC20 calcium, 100% full calcium | activation, % at 7.2 µM | hit rate 0.24% among 340,000 | AID 493008;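 active means activation above the mean over all tested compounds plus 3 SD, cut at about 30% in these data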;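 further: rise in fluorescence read as greater calcium sensitivity of cardiac thin filaments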
PKA-R2B activ = activates the human PKA-R2B holoenzyme complex; PKA-R2B holoenzyme dissociation, Cy5-IP20 fluorescence polarization; R2B truncated from residue 108, S112A mutant; 0% DMSO only, 100% 113 µM cGMP; activation, % at 11.4 µM; hit rate 0.079% among 340,000;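 active means activation above a cutoff set at the mean over all compounds plus 3 SD, cut at about 18% in these data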;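 further: higher means more holoenzyme dissociation and a rise in polarization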
LANA DNA inh = inhibitors of KSHV LANA C-terminal domain DNA binding | inhibition, % at 9 µM | MBP-C-LANA/FAM-LBS DNA binding, fluorescence polarization | hit rate 0.078% among 340,000;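 active means highest replicate inhibition at or above 60% at 9 µM, even if other replicates fall short; inactive means all replicates below 60% inhibition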;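 further: 0% = neutral control wells and 100% = 4 µM acridine orange control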
Starred values were filed as active, the others as inactive; nt = no result given; + = active, no number.

Field names: A = CAL PDZ FP-1; B = SR-BI DiI-HDL act; C = CAL PDZ FP-2; D = Cardiac RTF inh; E = Keap1-Nrf2 PPI; F = Rtt109 HAT inh; G = DAGLB inhibitor; H = cardiac RTF act; I = PKA-R2B activ; J = LANA DNA inh
> O=C(Nc1cccc(Cl)c1)c1ccc(NCCCN2CCOCC2)c([N+](=O)[O-])c1
  A = 0.2	B = -71	C = -7	D = 1	E = 0	F = 3	G = 8	H = 2	I = 2	J = -4.4
> O=C([O-])c1ccccc1-[n+]1c(-c2ccccc2)cc(-c2ccccc2)cc1-c1ccccc1
  A = 0.0	B = 19	C = 3	D = -12	E = -5	F = 18	G = 3	H = 16	I = 0	J = 1.5
> COc1ccc(-c2nnc(NC(=O)C3CCCO3)s2)cc1 (centres undefined)
  A = -1.8	B = -7	C = 1	D = 0	E = -3	F = -2	G = 1	H = 3	I = 5	J = 1.2
> Cc1ccc(-c2c(C)sc(NC(=O)C3C4CCC(O4)C3C(=O)O)c2C(=O)OC(C)C)cc1 (centres undefined)
  A = nt	B = -5	C = -2	D = -1	E = 2	F = 0	G = 8	H = -4	I = 2	J = 0.5
> COc1ccc(C(CCNCc2ccccc2)c2ccc(F)cc2)cc1 (centres undefined)
  A = -0.9	B = -2	C = -4	D = 7	E = -1	F = 0	G = -3	H = 7	I = -7	J = -0.5
> CSCCC(NS(=O)(=O)c1ccccc1)C(=O)Nc1nccs1 (centres undefined)
  A = -0.5	B = 16	C = 0	D = -4	E = 3	F = 8	G = 0	H = 5	I = 14	J = 1.3
> O=[N+]([O-])c1ccc(-c2c(-c3ccccc3)ncc3cc(F)ccc23)cc1
  A = -0.1	B = -86	C = 1	D = 7	E = -6	F = -4	G = -8	H = 0	I = -4	J = -1.2
> COc1ccc(/C=C/C(=O)OCC(=O)NC2CCCCC2C)c(OC)c1 (centres undefined)
  A = -0.3	B = -10	C = -4	D = -12	E = 2	F = -1	G = -2	H = -2	I = 4	J = -0.9
> COC(=O)c1cc(CNC(=O)c2sccc2-c2ccccc2)ccc1OC
  A = -0.3	B = -3	C = 0	D = -7	E = 1	F = -6	G = -2	H = 0	I = -2	J = -1.6
> O=C(NCC1CCCN1S(=O)(=O)c1cccs1)c1cccc(F)c1 (centres undefined)
  A = -1.5	B = 3	C = -1	D = -8	E = -6	F = 1	G = 1	H = 4	I = -6	J = 0.8
> COc1ccc(-n2c(C)cc(SC)c(C(C)=O)c2=S)cc1
  A = -1.0	B = -3	C = 8	D = -1	E = -2	F = 6	G = 1	H = 0	I = 2	J = 0.4
> CCCNC(=O)c1ccc(OC)cc1OC
  A = 0.0	B = 4	C = -1	D = -6	E = 1	F = 16	G = -6	H = 0	I = 4	J = 0.8
> CC(C)CSc1nc2ccccc2n1CC(=O)O
  A = -2.1	B = 28	C = -4	D = 6	E = 0	F = 2	G = 0	H = -5	I = -8	J = -1.8
> O=[N+]([O-])c1ccc(OCCCCN2CCCCC2)cc1
  A = -0.4	B = -11	C = 2	D = -3	E = -5	F = 2	G = 0	H = 2	I = -16	J = -0.8
> Cc1cccc(N(CC(=O)NC2CC3CCC2C3)S(=O)(=O)c2ccccc2)c1 (centres undefined)
  A = -1.6	B = 22	C = -1	D = 0	E = 0	F = 13	G = -4	H = 1	I = -1	J = 0.1
> O=C(NCc1ccccc1)/C(=C/c1ccco1)NC(=O)c1ccco1
  A = 0.2	B = -8	C = 4	D = -1	E = -5	F = 1	G = 1	H = -4	I = -9	J = -13
> Cc1ccc(S(=O)(=O)N2CCCOC2CNC(=O)C(=O)NCc2ccc3c(c2)OCO3)cc1 (centres undefined)
  A = -3.5	B = 3	C = -3	D = 1	E = 2	F = 12	G = -2	H = -1	I = -3	J = -2.1
> COc1cccc(-c2nn(C)c3sc(C(=O)NCc4ccc(C)o4)cc23)c1
  A = -5.8	B = -69	C = -3	D = 8	E = -8	F = 23	G = -4	H = 1	I = -15	J = 0.8
> CCN(c1cccc(C)c1)S(=O)(=O)c1cnc[nH]1
  A = -2.6	B = 26	C = -3	D = -8	E = -2	F = -13	G = 0	H = -1	I = -7	J = 0.6
> C/C(COc1ccccc1)=N\NC(=O)c1nnn(-c2nonc2N)c1CSc1ccccc1
  A = -1.1	B = 5	C = -5	D = -10	E = -1	F = 0	G = -2	H = -1	I = 2	J = 0.2
> CSc1nnc(C(C)(C)C)c(=O)n1/N=C/c1ccc(C(C)C)cc1
  A = -0.6	B = 23	C = -4	D = -5	E = -3	F = 7	G = -2	H = -3	I = 0	J = -0.4
> COc1ccc(S(=O)(=O)N2CCOCC2)cc1C(=O)N1CCCC1
  A = 0.8	B = 9	C = -3	D = -7	E = -4	F = -11	G = 0	H = -2	I = 2	J = 3.1
> O=C(c1cc(-c2ccco2)on1)N1CCN(c2ccccc2)CC1
  A = 0.3	B = 4	C = 0	D = -7	E = -5	F = -3	G = -2	H = -4	I = 4	J = -0.5
> CC(=O)Nc1ccc(C(=O)CN2CCN(c3ccccc3)CC2)cc1
  A = -1.8	B = -65	C = -1	D = 7	E = 1	F = 2	G = 3	H = -6	I = -2	J = -0.7
> CCCNC(=S)NNC(=O)c1cc(C2CC2)nc2ccccc12
  A = -1.9	B = -3	C = 6	D = -3	E = 2	F = -9	G = 1	H = 1	I = -5	J = 2.2
> NC(=O)CSc1nnc(Cc2cccs2)n1C1CCCCC1
  A = -0.2	B = 43	C = nt	D = 0	E = -8	F = -7	G = 0	H = 4	I = -2	J = -1.1
> CCN(CC)S(=O)(=O)c1cccc(C(=O)OCC(=O)c2ccc3c(c2)OCCO3)c1
  A = -0.5	B = -27	C = -1	D = -7	E = -2	F = -2	G = -8	H = -2	I = -11	J = -1.3
> CCCC(=O)Nc1ccc(N2CCN(C(=O)c3ccccc3C)CC2)cc1
  A = -1.3	B = -7	C = -1	D = -12	E = -5	F = -4	G = 1	H = 1	I = 4	J = 0.3
> Cc1nnc2n1N=CC=C(c1ccccc1)S2
  A = -1.1	B = 21	C = -3	D = -5	E = -4	F = 8	G = -1	H = 2	I = 5	J = 0.1
> Cc1ccccc1/C=C/C(=O)N1CCOCC1
  A = 0.4	B = 33	C = nt	D = -7	E = 0	F = -9	G = -1	H = 5	I = 0	J = 0.6
> N#C/C(=C\c1cn(CCOc2ccccc2)c2ccccc12)C(=O)NCC1CCCO1 (centres undefined)
  A = -2.2	B = -66	C = nt	D = -8	E = -4	F = -3	G = 2	H = 2	I = -2	J = 0.1
> Cc1cc(NC(=O)COC(=O)COc2ccc(C(=O)c3ccccc3)cc2)no1
  A = -0.2	B = 11	C = nt	D = -5	E = -1	F = -6	G = 10	H = -3	I = 4	J = -0.6
> Cc1ccc(-c2nn(Cc3ccccc3)cc2/C=C/C(=O)O)cc1C
  A = -1.0	B = 2	C = -1	D = 3	E = -4	F = 7	G = -1	H = 0	I = -7	J = -1.1
> C=CCn1c(C)cc(-c2csc(NC(=O)C3=COCCO3)n2)c1C
  A = -1.7	B = -31	C = -3	D = -2	E = -4	F = 6	G = 1	H = -16	I = 9	J = -0.6
> O=C(C[C@H]1C[C@H](C(=O)N2CCCCC2)[C@@]2(CCc3ccccc3)c3[nH]c4ccc(Cl)cc4c3CCN2C1=O)NCCC1=CCCCC1
  A = 0.8	B = 27	C = 0	D = -10	E = -5	F = -1	G = -4	H = 2	I = 3	J = 0.2
> NC(=O)c1c(NC(=O)c2ccccc2)sc2c1CCCC2
  A = -0.2	B = -66	C = nt	D = -2	E = -1	F = -3	G = 1	H = -5	I = 6	J = 0.9
> S=c1[nH]nc(-c2c[nH]c3ccccc23)o1
  A = nt	B = 21	C = -3	D = -9	E = 0	F = -1	G = -1	H = 6	I = 5	J = 3.5
> CCCCn1c(N)c(N(C)C(=O)c2c(C)nn(-c3ccccc3)c2C)c(=O)[nH]c1=O
  A = -0.5	B = 2	C = nt	D = -4	E = 1	F = -2	G = 0	H = -2	I = -7	J = 0.3
> COc1ccccc1N(C)S(=O)(=O)c1ccc(C(=O)NC2CCCCC2)cc1
  A = -0.5	B = -5	C = -3	D = -10	E = 2	F = 19	G = 0	H = -4	I = 1	J = 0.1
> O=C(NCc1cccnc1)c1ccc(Cn2c(=S)[nH]c3ccc(Br)cc3c2=O)cc1
  A = 23	B = -51	C = +	D = 0	E = 4	F = -3	G = 2	H = -1	I = 6	J = 2.6
> Cc1ccc2c(Cl)cc(Cl)c(OCC(=O)Nc3cc(S(=O)(=O)N(C)C)ccc3C)c2n1
  A = -4.0	B = -36	C = 3	D = -30	E = -8	F = 4	G = 0	H = 4	I = -6	J = 0.2
> Clc1ccc(CSc2nnc(-c3c[nH]c4ccccc34)o2)cc1
  A = -0.6	B = 20	C = -1	D = -3	E = 2	F = -1	G = -2	H = -8	I = -8	J = -0.3
> O=C(NN1C(=O)C2CC=C(Cl)CC2C1=O)c1ccncc1 (centres undefined)
  A = -3.7	B = 6	C = -5	D = 2	E = 3	F = 0	G = 2	H = 0	I = 13	J = 14
> Cc1cccc(CSc2ccc(S(=O)(=O)N3CCCC3)cn2)c1
  A = -0.8	B = -34	C = nt	D = 2	E = 1	F = 0	G = -4	H = -5	I = -3	J = 1.6

For reference, part of the list above.
Field names: A = CAL PDZ FP-1; B = SR-BI DiI-HDL act; C = CAL PDZ FP-2; D = Cardiac RTF inh; E = Keap1-Nrf2 PPI; F = Rtt109 HAT inh; G = DAGLB inhibitor; H = cardiac RTF act; I = PKA-R2B activ; J = LANA DNA inh
> CCCCn1c(N)c(N(C)C(=O)c2c(C)nn(-c3ccccc3)c2C)c(=O)[nH]c1=O
  A = -0.5	B = 2	C = nt	D = -4	E = 1	F = -2	G = 0	H = -2	I = -7	J = 0.3
> COc1ccccc1N(C)S(=O)(=O)c1ccc(C(=O)NC2CCCCC2)cc1
  A = -0.5	B = -5	C = -3	D = -10	E = 2	F = 19	G = 0	H = -4	I = 1	J = 0.1
> O=C(NCc1cccnc1)c1ccc(Cn2c(=S)[nH]c3ccc(Br)cc3c2=O)cc1
  A = 23	B = -51	C = +	D = 0	E = 4	F = -3	G = 2	H = -1	I = 6	J = 2.6
> Cc1ccc2c(Cl)cc(Cl)c(OCC(=O)Nc3cc(S(=O)(=O)N(C)C)ccc3C)c2n1
  A = -4.0	B = -36	C = 3	D = -30	E = -8	F = 4	G = 0	H = 4	I = -6	J = 0.2
> Clc1ccc(CSc2nnc(-c3c[nH]c4ccccc34)o2)cc1
  A = -0.6	B = 20	C = -1	D = -3	E = 2	F = -1	G = -2	H = -8	I = -8	J = -0.3
> O=C(NN1C(=O)C2CC=C(Cl)CC2C1=O)c1ccncc1 (centres undefined)
  A = -3.7	B = 6	C = -5	D = 2	E = 3	F = 0	G = 2	H = 0	I = 13	J = 14
> Cc1cccc(CSc2ccc(S(=O)(=O)N3CCCC3)cn2)c1
  A = -0.8	B = -34	C = nt	D = 2	E = 1	F = 0	G = -4	H = -5	I = -3	J = 1.6
